From PubChem BioAssay
GAA glycogen: inhibitors or activators of human alpha-glucosidase glycogen cleavage; P10253; recombinant GAA, glycogen substrate, Amplex Red glucose oxidase fluorescence; Potency, µM (doses to about 76.4 µM), without a hit: at the highest dose activity change, negative = inhibition, usual class: inhibitors; hit rate 0.38% among 300,000; AID 2100;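 also: 0% = full enzyme reaction and -100% = no-enzyme basal signal; the screen sought inhibitors and activators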
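qHTS, 1536-well; enzyme 4 nM final; cpd up to 77 uM; substrate bovine liver glycogen 30 ug; 50 mM citrate/phosphate pH 5.0, 0.01% Tween-20; 37 C, 40 min; Amplex Red detection 45 min RT; Hill fit → AC50.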
Tau FP inhib: tau fibrillization inhibition (FP); P10636; K18 P301L tau heparin fibrillization, Alexa594 FP, 6 h; Potency, µM (titrated, usually from 57.7 µM), without a hit: top-dose activity, negative = inhibition, hits mostly inhibitors; hit rate 0.39% among 280,000; also: % is scaled to controls: 0 for no effect and ±100 for the full control effect; nearly all actives have a fitted effect of over 55% in size
Target sequence (P10636 561-689 P618L limits assumed): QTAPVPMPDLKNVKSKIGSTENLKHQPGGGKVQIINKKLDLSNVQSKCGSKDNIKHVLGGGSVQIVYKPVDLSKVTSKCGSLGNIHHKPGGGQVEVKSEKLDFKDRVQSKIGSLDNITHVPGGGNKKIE
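Read-out: fluorescence polarization of Alexa 594-labeled tau (0.24 uM), 555 nm excitation, 632 nm emission. Mixtures held 15 uM unlabeled K18 P301L, compound and 20 uM heparin, pH 7 acetate buffer, incubated 6 hr at 37 C.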
Tau fibril ThT: blocks human tau fibril formation measured by thioflavin T | P10636 | recombinant tau K18 P301L, heparin-induced fibrillization, ThT fluorescence | Potency, µM (titrated, usually from 57.4 µM), for the others: at the top dose activity, negative = inhibition, actives largely listed as inhibitors | hit rate 2.1% among 270,000 | AID 1460; also: % is scaled to controls: 0 for no effect and ±100 for the full control effect; nearly all actives have a fitted effect of over 55% in size
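Aggregation was driven by heparin (20 uM final) acting on recombinant tau […] bearing P301L in 100 mM sodium acetate pH 7; fibrils were detected with Thioflavin T.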
Tau fluor counter: counter-screen for tau fibril formation inhibitors | Potency, µM (titrated, usually from 57.7 µM), inactives show at the highest dose activity change, negative = decrease | AID 1463 | hit rate 0.93% among 280,000 | tau K18 P301L Alexa594 fluorescence, heparin fibrillization; also: % is scaled to controls: 0 for no effect and ±100 for the full control effect; nearly all actives have a fitted effect of over 55% in size
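Human tau K18 P301L (15 uM unlabeled, 0.24 uM Alexa 594-labeled) in 100 mM sodium acetate pH 7 with 20 uM heparin, 6 hr at 37 C. ThT 30 uM added, 1 hr ambient; Alexa 594 FP and total fluorescence read at 555/632 nm.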
GLA spleen mod: inhibits or activates alpha-galactosidase in human spleen homogenate; P06280; human spleen homogenate, 4MU-alpha-Gal fluorescence, 40 min; Potency, µM (series often up to 80 µM), for the others: top-dose activity change, negative = inhibition, hits mostly inhibitors; hit rate 0.008% among 240,000; AID 2107;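 also: 0% = enzyme with vehicle and -100% = no enzyme basal signal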
Target sequence (P06280 32-429 limits assumed): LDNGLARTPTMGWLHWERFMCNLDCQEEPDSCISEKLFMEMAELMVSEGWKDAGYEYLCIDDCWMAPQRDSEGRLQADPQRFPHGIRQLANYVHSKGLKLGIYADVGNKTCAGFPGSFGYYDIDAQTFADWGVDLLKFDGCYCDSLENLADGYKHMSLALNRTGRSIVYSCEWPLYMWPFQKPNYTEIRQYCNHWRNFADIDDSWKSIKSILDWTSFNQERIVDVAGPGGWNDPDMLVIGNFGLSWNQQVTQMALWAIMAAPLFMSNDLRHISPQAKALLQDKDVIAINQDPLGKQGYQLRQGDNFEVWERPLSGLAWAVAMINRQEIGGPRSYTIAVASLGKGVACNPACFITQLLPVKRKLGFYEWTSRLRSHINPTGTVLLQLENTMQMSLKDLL
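Inhibition or activation of alpha-galactosidase in human spleen homogenate is scored by 4-MU fluorescence after 40 min at 37C, pH 5.0, with 1 mM substrate. AC50s come from concentration-response fitted to the Hill equation.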
GAA inhib: blocks human lysosomal alpha-glucosidase; P10253; purified human GAA, 4-MU-alpha-glucoside fluorescence; Potency, µM (doses to about 76.9 µM), without a hit: at the highest dose activity change, negative = inhibition, most hits filed as inhibitors; hit rate 0.005% among 200,000;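 also: plate controls were uninhibited enzyme wells for no effect and no-enzyme background for full effect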
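Human alpha-glucosidase, 4 nM, pre-mixed with test compounds before 400 uM 4-methylumbelliferyl substrate; 20 min room temperature at pH 5.0. Fluorescence read after pH 10 stop; AC50 values from Hill-equation fits.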
HTT cytoprotect: protects HTT-Q103 PC12 cells, measured by ATP. PC12 HTT-Q103 induced, cytoprotection, ATP luminescence, 40 h. Potency, µM (top dose mostly 56.4 µM), for the others: cytoprotection (ATP increase), usual class: activators. hit rate 0.14% among 230,000. AID 1471;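 also: % of control where 0% means no effect; nearly all actives have a fitted effect of over 45% in size; toxic huntingtin expression switched on by the ecdysone agonist tebufenozide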
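Huntington model: PC12 line, ecdysone-inducible HTTQ103 exon1–GFP, tebufenozide 100 nM. Test articles in a dose series. Endpoint luminescence from cellular ATP.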
aGlu spleen mod: inhibits or activates alpha-glucosidase in human spleen homogenate; human spleen homogenate, 4-MU-alpha-glucoside fluorescence; AID 2112; P10253; Potency, µM (highest dose often 79.9 µM), without a hit: top-dose activity change, negative = inhibition, usual class: inhibitors; hit rate 0.006% among 240,000;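 also: 0% = enzyme with vehicle and -100% = no enzyme basal signal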
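Compounds were titrated against alpha-glucosidase in spleen homogenate at pH 5.0, with 1 mM 4-methylumbelliferyl substrate for 40 min at 37 C. Reactions were quenched with pH 10 NaOH/glycine and fluorescence measured.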
Starred values were filed as active, the others as inactive; ? = inconclusive; nt = no result given; & = joins results of further samples; [ ] = dose if it differs, or a comment. Calls follow the shape of the dose curve; as a rule, active = well fitted curve in the direction sought with a large enough effect; inconclusive = small, poorly fitted or top-dose-only effect, or another doubt; inactive = no such curve, though single readings can be large; an effect the other way counts as inactive or inconclusive. Potency is read from the fitted curve at half-maximal effect.

Compound,GAA glycogen,Tau FP inhib,Tau fibril ThT,Tau fluor counter,GLA spleen mod,GAA inhib,HTT cytoprotect,aGlu spleen mod
CCCNC(=S)N1CCC(NC(=O)Nc2ccc(C)cc2)CC1,-8.0%,-7.8%,-10.8%,-11.8%,-1.9%,2.8%,0.7%[10 µM],6.9%
O=C(NCc1ccccc1)c1ccc2nc(N3CCOCC3)sc2c1,1.0%,-2.8%,nt,-6.0%,-2.9%,nt,?,3.7%
CSc1ccc(CCNC(=O)CN2C(=O)c3cccnc3Oc3ccc(Cl)cc32)cc1,-7.0%[76.3 µM],-2.4%,-12.8%,-17.2%,nt,nt,nt,nt
CN1CCN(C(=S)NC(=O)c2ccc(Br)cc2)CC1,0.3%,-10.9%,-8.5%,-14.7%,0.6%,nt,20.8%[10 µM],-6.4%
COc1ccc(C(=O)c2cn(Cc3ccc(F)cc3)c3c(F)cc(F)cc3c2=O)cc1,-4.5%[76.3 µM],5.3%,0.6%,-3.9%,nt,nt,nt,nt
CCOC(=O)C1CCN(C(=O)/C=C/c2cccs2)CC1,1.9%,3.5%,-5.5%,1.3%,1.7%,-3.1%,15.0%[10 µM],-19.4%
O=C1CC(N2CCC(c3nc4ccccc4o3)CC2)C(=O)N1 (stereo not drawn),-8.3%,4.5%,-1.7%,1.3%,-0.2%,7.0%,-20.3%,-4.1%
Cc1nnc(NC(=O)c2cccc(S(=O)(=O)N3CC(c4ccccc4)CC3=O)c2)s1 (stereo not drawn),7.5%,-4.6%,-0.3%,-16.0%,-4.5%,-2.2%,20.3%,1.7%
COc1ccc(CCNC(=O)CCS(=O)(=O)c2cccc3nsnc23)cc1OC,4.1%,2.8%,-9.0%,2.3%,-20.9%,0.8%,-1.5%,-4.6%
Cc1ccc(NC(=O)c2ccc(=O)[nH]c2)cc1S(=O)(=O)N1CCCCC1,4.7%,-1.4%,nt,2.2%,-5.9%,nt,7.2%[10 µM],-22.1%
CCC1CC(C)(C(=O)Nc2ccc(S(N)(=O)=O)cc2)OC1=O (stereo not drawn),5.7%,-6.7%,-1.3%,-7.9%,2.3%,-2.1%,-10.9%,-6.8%
CSC1=NC(=O)/C(=C\c2cccc3ccccc23)S1,11.9%,-2.7%,?,-4.8%,?,-3.8%,-49.9%[inhibitor][10 µM],-1.1%
Cc1nnc(SCCn2c(N3CCCC(C)C3)nc3c2c(=O)[nH]c(=O)n3C)s1 (stereo not drawn),1.7%,-7.9%,6.0%,4.4%,5.7%,-5.1%,-33.7%,5.1%
O=C(NN1C(=O)c2ccccc2NC1c1ccc([N+](=O)[O-])o1)c1ccc(Br)cc1 (stereo not drawn),-3.0%,?,?,-11.4%,9.2%,0.7%,6.31µM*,7.2%
CC(C)(C)OC(=O)N1CCC[C@H]1c1nnc(SCc2cccc(Cl)c2)o1,-3.0%,7.8%,-9.2%,-9.8%,4.2%,nt,-6.8%[10 µM],0.8%
COc1ccc(-c2ccc(CCC(=O)O)n2Cc2ccco2)cc1,19.9%,10.6%,?,-10.1%,2.8%,0.1%,7.6%[10 µM],3.5%
Cc1oc(-c2ccccc2Cl)nc1CSc1nncn2c1cc1occc12,4.2%[76.3 µM],?,?,-26.5%,nt,nt,nt,nt
CN(C)C(=O)CSc1n[nH]c(=O)[nH]c1=O,-2.7%,-6.8%,-9.6%,-10.3%,9.0%,-6.8%,14.3%[10 µM],2.7%
Cc1cccc(-c2noc(CNC(=O)c3ccc(C)cc3C)n2)c1,-6.2%[76.3 µM],-8.8%,?,-26.9%,nt,nt,nt,nt
Cc1nc2ccc(C(=O)N/N=C/c3cc([N+](=O)[O-])ccc3O)cc2[nH]1,0.5%,10.4%,?,-22.6%,-5.1%,-8.9%,nt,-5.7%
O=C(Nc1cccc(C(F)(F)F)c1)C1CCCN1S(=O)(=O)c1cccc2nsnc12 (stereo not drawn),-7.2%[76.3 µM],-10.0%,-7.1%,-26.2%,nt,nt,nt,nt
Cc1cc(C2C(C#N)=C(N)OC3=C2C(=O)CCC3)c(C)s1 (stereo not drawn),1.3%,-3.9%,-19.3%,-15.0%,2.0%,1.3%,-8.4%,-0.6%
O=C(/C=C/c1ccc(OCCCF)cc1)NCc1ccc(Cl)c(Cl)c1,3.5%,-9.7%,-10.8%,-16.3%,-10.8%,5.3%,-18.3%,-2.1%
Clc1ccccc1Nc1ncnc2c1nnn2Cc1ccccc1,5.5%,4.2%,6.6%,-12.8%,3.0%,-34.7%,-2.0%,-2.9%
CCOC(=O)C(C)Oc1cccc2c(=O)n(CC(=O)Nc3ccc(OCC)cc3)ccc12 (stereo not drawn),1.4%,2.0%,1.3%,-3.2%,-0.4%,3.5%,-32.0%[10 µM],2.5%

Other entries
Compound,GAA glycogen,Tau FP inhib,Tau fibril ThT,Tau fluor counter,GLA spleen mod,GAA inhib,HTT cytoprotect,aGlu spleen mod
O=[N+]([O-])c1cc(C(F)(F)F)ccc1N1CCN(CCO)CC1,-6.6%,0.3%,-7.7%,-1.6%,-2.6%,-2.7%,-19.5%,0.0%
CCOC(=O)C1CCN(C(=O)Nc2ccc(Cl)cc2Cl)CC1,7.0%,0.6%,-12.5%,-4.6%,8.7%,-5.4%,-2.9%[0.074 µM],5.8%
CCOc1ccc(CN(Cc2ccco2)S(=O)(=O)c2ccc(-n3cnnn3)c(OC)c2)cc1,-6.9%,15.6%,-10.2%,-16.3%,-3.2%,-6.7%,-12.2%,-3.5%
Cc1nc(-c2ccccc2)c(Cc2ccccc2O)c(=O)[nH]1,-2.2%,-6.4%,-12.3%,-13.8%,-0.9%,nt,2.7%&24.6%[10 µM],-1.6%
O=C(c1ccc(NC(=S)NCc2ccco2)cc1)N1CCCCC1,-9.9%,3.7%,9.3%,7.8%,1.8%,2.0%,nt,-0.5%
Cc1nc2c(o1)CCc1ccccc1C2O (stereo not drawn),2.6%,-8.0%,-6.8%,-7.1%,8.2%,-1.9%,1.1%,-1.0%
Cc1c([C@@H]2C[C@H]3CN(Cc4cccc(Cl)c4)C(=O)[C@]34CCCN24)cnn1C,14.0%,11.1%,?,-26.4%,0.5%,-0.4%,-11.4%[10 µM],-22.2%
CC(=O)Nc1ccc(N2CCN(Cc3ccccc3F)CC2)cc1,-0.7%,2.7%,-6.3%,-3.2%,3.5%,1.0%,-6.0%[10 µM],6.8%
Cc1ccnc(NC2(C(F)(F)F)N=C3SCCN3C2=O)c1 (stereo not drawn),-9.9%,8.9%,4.3%,9.2%,0.6%,-1.8%,-8.4%,-6.9%
CC/C(Cc1ccccc1)=N/NC(=O)CCn1nnc2ccccc21,-12.5%,-4.9%,-8.5%,-11.2%,4.3%,0.4%,-16.7%,0.4%
O=C(O)CSc1ccccn1,6.5%,-3.9%,5.2%,-5.5%,10.6%,-1.2%,-4.2%,-3.2%
COc1ccc(N2CC(C)Cn3c2nc2c3c(=O)[nH]c(=O)n2C)cc1 (stereo not drawn),-1.9%,2.3%,-6.7%,-4.9%,8.6%,?,-25.6%[0.074 µM],2.2%
Cc1ccccc1OCC(=O)Nc1ccc2nc(SCC(=O)N(C)c3ccccc3)sc2c1,5.5%[76.3 µM],3.4%,1.0%,-18.4%,nt,nt,nt,nt
Cc1ccc(NNC(=O)Nc2ccc(Cl)cc2)nn1,?,?,nt,-3.8%,-1.1%,nt,23.3%[10 µM],-1.1%
O=S(=O)(NCc1c(Cl)cccc1Oc1ccccc1)c1ccc(F)cc1,-3.5%,-5.1%,-10.1%,-26.8%,-4.2%,nt,?,-4.3%
Cc1ccc(-c2cc(C(=O)N/N=C/c3ccco3)n[nH]2)s1,-4.2%,?,?,-8.3%,-7.7%,5.3%,30.2%[10 µM],4.5%
CCCC1CC(C(=O)N[C@H](C(C)O)C2OC(SC)[C@@H](O)C(O)C2O)N(C)C1 (stereo partly drawn),nt,-1.6%,1.7%,-3.0%,-1.0%,nt,-5.4%,-7.2%
O=C(CNC(=O)Cc1ccc(Cl)cc1)NCc1ccco1,26.5%,-3.5%,-2.0%,-1.9%,4.8%,3.4%,-17.3%,3.0%
CC1(C)CC(NC(=O)Cc2ccccc2[N+](=O)[O-])CC(C)(C)N1,0.0%,1.4%,-6.9%,-6.8%,5.3%,5.4%,-1.2%[10 µM],12.3%
CC(=O)O[C@]1(C(C)=O)CC[C@H]2[C@@H]3C[C@H](C)C4=CC(=O)CC[C@]4(C)[C@H]3CC[C@@]21C,-3.8%,4.0%,-12.5%,-8.2%,-6.5%&5.1%,2.3%[15.4 µM],4.8%,-7.8%&6.8%
COc1cccc(CN2CCN(Cc3cccc4c3OCO4)CC2CCO)c1 (stereo not drawn),0.6%,3.9%,2.3%,8.2%,1.5%,9.8%,-16.0%[10 µM],-1.7%

Profiles from above. Values in the order: GAA glycogen | Tau FP inhib | Tau fibril ThT | Tau fluor counter | GLA spleen mod | GAA inhib | HTT cytoprotect | aGlu spleen mod
Results for CC/C(Cc1ccccc1)=N/NC(=O)CCn1nnc2ccccc21 → -12.5% | -4.9% | -8.5% | -11.2% | 4.3% | 0.4% | -16.7% | 0.4%
Results for Cc1ccnc(NC2(C(F)(F)F)N=C3SCCN3C2=O)c1 (stereo not drawn) → -9.9% | 8.9% | 4.3% | 9.2% | 0.6% | -1.8% | -8.4% | -6.9%
Results for Cc1nc(-c2ccccc2)c(Cc2ccccc2O)c(=O)[nH]1 → -2.2% | -6.4% | -12.3% | -13.8% | -0.9% | nt | 2.7%&24.6%[10 µM] | -1.6%
Results for COc1ccc(N2CC(C)Cn3c2nc2c3c(=O)[nH]c(=O)n2C)cc1 (stereo not drawn) → -1.9% | 2.3% | -6.7% | -4.9% | 8.6% | ? | -25.6%[0.074 µM] | 2.2%
